Screening results from PubChem BioAssay.
SSB-PriA inh = inhibitors of Klebsiella pneumoniae PriA binding to SSB C-terminal tail; inhibition, % at 33 µM; AlphaScreen SSBct-PriA binding, biotinylated peptide; AID 1272365; actives 0.6% (n = 430,000); in the data active = inhibition mostly above about 37%, no sharp cut-off; inactive = mostly below about 20%;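 also: plate controls were negative control peptide for no effect and reference peptide for full effect; strong numbers were not always called active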
PrPC surface inh = cell surface PrPC inhibition, primary TR-FRET screen | P04156 | TR-FRET read-out | inhibition, % at 13.8 µM | actives 0.43% (n = 370,000); in the data active = inhibition above about 24%; also: 0% = median of the test wells and 100% = reference compound wells
VHR inh abs = blocks human VHR1 dual specificity phosphatase; P51452; inhibition, % at 13.3 µM; actives 0.52% (n = 290,000); recombinant VHR phosphatase, pNPP absorbance; in the data active = inhibition above about 50%; also: some compounds called inactive have numbers as strong as hits
Target sequence (P51452 whole entry, looked up): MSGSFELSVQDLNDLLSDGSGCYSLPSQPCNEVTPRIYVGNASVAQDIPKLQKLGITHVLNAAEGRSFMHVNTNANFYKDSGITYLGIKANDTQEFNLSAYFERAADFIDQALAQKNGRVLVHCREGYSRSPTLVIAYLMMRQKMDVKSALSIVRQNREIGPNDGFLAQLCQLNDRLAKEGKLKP
BoNT A protease = BoNT A light chain protease inhibition; multiplex microsphere protease substrate cleavage, flow cytometry; inhibition, % at 10 µM; actives 0.17% (n = 360,000); AID 588499; also: plate controls were buffer without enzyme for full effect and enzyme alone for no effect
SARS 3CLpro inh = SARS-CoV 3CLpro protease inhibition; recombinant SARS-CoV 3CLpro, quenched FRET peptide cleavage; actives 0.14% (n = 290,000); AID 1706; inhibition, % at 6 µM; in the data active = inhibition above about 12%
Rv3671c protease = Rv3671c (M. tuberculosis) protease inhibition; inhibition, % at 5.96 µM; actives 0.048% (n = 320,000); AID 2606; in the data active = inhibition above about 38%;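 also: extracellular domain of Rv3671c used as enzyme; 0% = enzyme with DMSO and 100% = no enzyme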
Anthrax LF prot = inhibitors of Bacillus anthracis lethal factor protease. P15917. multiplex microsphere protease cleavage assay, LF. inhibition, % at 10 µM. actives 0.12% (n = 360,000). AID 588501; also: plate controls were buffer without enzyme for full effect and enzyme alone for no effect
Target sequence (P15917 whole entry, looked up): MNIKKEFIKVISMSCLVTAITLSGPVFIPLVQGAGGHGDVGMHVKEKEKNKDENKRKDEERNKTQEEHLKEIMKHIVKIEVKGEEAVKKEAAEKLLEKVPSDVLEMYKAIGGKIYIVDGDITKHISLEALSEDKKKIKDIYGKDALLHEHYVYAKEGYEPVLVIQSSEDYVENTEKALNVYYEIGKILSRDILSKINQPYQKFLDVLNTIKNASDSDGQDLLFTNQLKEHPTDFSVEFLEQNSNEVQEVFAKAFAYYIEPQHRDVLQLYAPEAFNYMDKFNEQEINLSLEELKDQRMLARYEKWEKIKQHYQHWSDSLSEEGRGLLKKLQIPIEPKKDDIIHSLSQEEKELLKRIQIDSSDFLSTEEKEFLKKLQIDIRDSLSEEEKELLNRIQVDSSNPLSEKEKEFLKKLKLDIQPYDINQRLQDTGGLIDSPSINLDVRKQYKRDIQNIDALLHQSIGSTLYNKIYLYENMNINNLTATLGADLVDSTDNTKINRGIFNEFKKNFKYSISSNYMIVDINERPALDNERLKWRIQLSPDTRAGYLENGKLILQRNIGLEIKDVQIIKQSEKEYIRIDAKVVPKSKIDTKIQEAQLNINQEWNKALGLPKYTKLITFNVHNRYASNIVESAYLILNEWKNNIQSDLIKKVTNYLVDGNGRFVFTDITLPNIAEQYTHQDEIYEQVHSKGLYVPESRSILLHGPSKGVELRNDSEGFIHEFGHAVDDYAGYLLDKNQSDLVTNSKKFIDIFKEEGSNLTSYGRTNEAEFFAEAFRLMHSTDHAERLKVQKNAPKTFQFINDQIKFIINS
MazEF act = MazEF (E. coli) toxin RNase activation; FAM/BHQ RNA-DNA oligo cleavage fluorescence, 5 h; actives 0.32% (n = 350,000); activation, % at 20 µM; AID 504720; in the data active = activation above about 50%
CCHFV vOTU inh = CCHFV vOTU protease inhibition; Pep-AMC fluorescence; inhibition, % at 11.5 µM; actives 0.55% (n = 370,000); in the data active = inhibition above about 30%; also: 0% = vehicle wells with enzyme and 100% = no enzyme wells
BoNT-F LC inh = inhibitors of Botulinum neurotoxin F light chain protease. actives 0.22% (n = 360,000). Multiplex microsphere protease cleavage assay, flow cytometry. inhibition, % at 10 µM; in the data active = inhibition above about 35%, passing the limit was not always enough; inconclusive = no clear call, values can overlap the other calls; also: plate controls were buffer without enzyme for full effect and enzyme alone for no effect
* hit, by the source's call; ? = inconclusive; · = not tested or not shown; & = joins results of further samples. Rule as the data show it, unless noted: active = inhibition above about 30%; inconclusive = no clear call, values can overlap the other calls; inactive = below that.

cpd	canonical_smiles	SSB-PriA inh	PrPC surface inh	VHR inh abs	BoNT A protease	SARS 3CLpro inh	Rv3671c protease	Anthrax LF prot	MazEF act	CCHFV vOTU inh	BoNT-F LC inh
1	O=C(c1cc(COc2c(F)cccc2F)on1)N1CCc2ccccc2C1	-8	0	30	-1.3	2	-6	-2	5	-9	2
2	Clc1cccc(-c2nc(NCCN3CCOCC3)c3ccccc3n2)c1	0	7	13	-0.9	-1	-8	-1	-9	12	-7
3	COCCn1c(SCc2ccc(F)cc2)nc2ccccc2c1=O	-43	6	6	-0.7	5	8	-2	-1	8	-5
4	C=CCc1cccc(/C=N/NC(=O)CNc2ccccc2OC)c1O	·	4	18	-0.6	11	11	-1	-5	16	-4
5	Cc1cc(N=Cc2c(O)n(-c3cccc(C(F)(F)F)c3)c(=O)c3ccccc23)no1	4	0	-2	-0.1	0	-1	-2	3	-16	-1
6	c1csc(-n2nc3ccccc3n2)c1	-13	3	-1	-1.3	-1	1	-1	0	11	-23
7	CC(Oc1ccc(F)cc1)C(=O)Nc1cc(Cl)ccc1-n1cncn1 (centres undefined)	-17	0	·	3.6	·	1	-1	5	8	5
8	COc1ccc(CCNC(=O)c2cc(C3CC3)nc3c2cnn3C(C)C)cc1OC	-6	1	·	?	·	-8	?	-3	-2	?
9	CCOC(=O)C1CCCN(S(=O)(=O)c2ccc(OC)cc2)C1 (centres undefined)	-11	-4	-11	-0.7	-2	-6	-3	-1	-2	-1
10	COc1cc(OC)c2c(C)cc(=O)oc2c1C(CCN1CCOCC1)c1ccc(N(C)C)cc1 (centres undefined)	45*	3	18	-0.5	·	-1	1	-7	-5	-5
11	COc1ccc(-c2csc3ncnc(N4CCN(c5cccc(C)c5C)CC4)c23)cc1	-10	5	10	·	-5	6	·	-12	5	·
12	CCOC(=O)CSc1cc(C)c(C#N)c2nc3ccccc3n12	3	0	5	5.0	5	0	1	9	6	-3
13	CCc1ccccc1NC(=O)CCC(=O)N1CCN(C(C)=O)CC1	·	3	·	-0.3	·	·	-8	13	-5	1
14	CN(C(=O)c1cccc(NC(=O)Cc2ccc(NC(=O)C3CCN(S(=O)(=O)c4cccc([N+](=O)[O-])c4)CC3)cc2)c1)C1CCC1	-2	-3	·	-0.1	·	·	2	2	9	-2
15	Cc1cc(F)ccc1S(=O)(=O)N1CCCOC1CNC(=O)C(=O)NCc1ccncc1 (centres undefined)	-12	7	0	0.5	-1	-6	0	4	-2	11
16	COc1cc(C(=O)Nc2nncs2)cc(OC)c1OC	-4	4	19	-0.7	4	-5	-1	4	-8	-8
17	O=c1[nH]cnc2c([N+](=O)[O-])cccc12	-25	-17	6	-0.7	-4	3	-3	-1	11	5
18	Cc1cccc(-n2ncc3c(=O)[nH]c(SCC(=O)Nc4cc(C)on4)nc32)c1	-5	3	·	-0.4	·	-1	4	-2	-6	1
19	CCc1ccc(CCC(=O)Nc2ccc(C)c(C)c2)o1	-15	1	-9	-0.2	-4	-2	-3	1	-4	-6
20	CCOC(=O)CN(C(=O)CSc1nnc(-c2ccncc2)n1CCCOC)c1ccccc1	-12	1	4	-0.1	-8	1	4	3	2	-8
21	COc1ccc(N2CCN(C(=O)c3c(-c4ccccc4)noc3C)CC2)cc1	10	-7	35	0.0	-10	-10	-1	12	-5	-7
22	N#CNC(=Nc1ccc(F)cc1)SCc1ccccc1	0	6	16	-0.7	-2	-10	0	7	-15	-3
23	CN(CC(=O)NCc1ccccc1)S(=O)(=O)c1cnc[nH]1	-18	8	10	-1.3	-4	4	-2	3	5	-3
24	COc1ccc(-c2c[n+](CC(=O)N3c4ccccc4Sc4ccccc43)c3n2CCC3)cc1	8	1	1	0.6	-2	7	-3	25	-6	5
25	CCc1ccc(OCC(O)CN2CCN(c3ccccc3)CC2)cc1 (centres undefined)	9	6&-3	32	-0.8&-0.4	1	-3	-4&-5	-3&1	-6&8	-3&-12
26	C/C=C(\C)c1nnc(NC(=O)OCC)s1	-4	0	-1	-1.0	-3	4	3	3	6	-14
27	CC(C)(C)C(=O)Nc1ncc(C(F)(F)F)cc1Cl	-11	-7	2	-1.6	1	-5	-4	4	-3	-8
28	COc1ccc(NC(=O)CNC(c2ccccc2)c2ccccc2)cc1	-4	6	-2	-3.8	-1	-3	6	2	5	3
29	COc1ccc(C(=O)OCC(=O)NC2CC2)cc1[N+](=O)[O-]	-33	-6	-4	-0.4	-2	9	0	-1	-2	2
30	COC(=O)CN1C(=O)C(C)(C)Oc2ccc(C(=O)NC3CC3)cc21	-7	2	-1	?	-1	1	0	-12	-3	-3
31	CC12CCC3c4ccc(O)c([N+](=O)[O-])c4CCC3C1CCC2=O (centres undefined)	·	-5	·	-0.2	·	·	2	7	25	3
32	COc1cccc(OC)c1-c1nn2c(-c3ccco3)nnc2s1	6	-4	23	-4.3	-2	6	0	14	4	-5
33	Cc1nn(C(C)C(=O)NCC2CCCO2)c(=O)c2cc3occc3n12 (centres undefined)	2	1	11	0.1	-4	3	0	8	1	4
34	c1ccc2sc(C3CCN(Cc4nnnn4Cc4ccc5c(c4)OCO5)CC3)nc2c1	-10	4	25	1.0	1	1	4	4	-5	-2
35	O=C(CSc1nnc(C2CCCCC2)n1Cc1ccccc1)NCc1ccco1	3	5	29	-0.6	-3	-6	1	-10	-2	15
36	CC(C)n1cc(CN2CCCC(CNS(=O)(=O)c3cccc4cccnc34)C2)cn1 (centres undefined)	-8	-6	36	-1.7	1	1	-6	-3	-4	4
37	CCOc1ccc(Cn2nnc(C(=O)NCc3ccccc3)c2N)cc1	-4	3	17	0.2	-9	-4	4	-6	1	-9
38	NC(=O)NC(=O)CSc1cccc(C(F)(F)F)c1	-2	6	22	-0.5	2	6	-1	-6	0	-20
39	O=C(NCc1cccnc1)c1ccccc1-c1ccccc1	-18	-2	17	-0.6	1	-7	3	13	1	2
40	Oc1ccccc1CNCC12CC3CC(CC(C3)C1)C2	11&15	11	-20	-3.6	-7	13	-5	12	-7	-1
41	CCOc1cc(/C=N/Nc2ccc(S(=O)(=O)Nc3ccccc3C(=O)O)cc2[N+](=O)[O-])cc(Cl)c1O	·	-8	·	-1.0	·	·	3	3	2	-6
42	NS(=O)(=O)c1ccc(CCNC(=O)c2ccc(Cl)c(S(=O)(=O)NCc3ccco3)c2)cc1	11	1	·	0.4	·	-1	-3	8	-2	-3
43	CN(Cc1ccccn1)Cc1nc(-c2ccc(Cl)cc2)no1	-13	9	15	-0.1	-8	1	6	-8	4	-1
44	CSC1=N/C(=C\c2ccc(Cl)cc2)C(=O)N1N(C)C	2	4	27	-2.4	-1	2	-9	4	-3	?
45	CCCCC(=O)Nc1ccc(NC(=O)c2ccc3c(c2)OCO3)cc1OC	-1	-6	13	1.6	-3	3	-4	6	1	2
46	Cc1cccc(NC(=O)C2CC(=O)N(Cc3ccccc3)C2)n1 (centres undefined)	-10	-1	·	?	·	-9	?	9	-5	?
47	COc1ccc(C)cc1NC1=NC(C)(C)CS1	1	7	12	-1.2	1	33	-9	13	15	-10
48	O=C1N(Cc2cccnc2)C[C@@H]2C[C@@H](c3cccc(C(F)(F)F)c3)N3CCC[C@@]123	-3	-2	22	-0.1	1	4	0	4	-16	-4
49	CCOC(=O)c1csc(NC(=O)CSc2nnnn2-c2ccc(OC)c(OC)c2)n1	-19	7	14	1.3	5	-6	2	12	8	?
50	O=c1oc(CCCO)cc2ccccc12	1	-1	·	0.0	·	7	-4	-1	4	-2
51	COc1ccc(-c2cc(NC=O)c3ncc(-c4cccc(C(=O)NCCN(C)C)c4)n3c2)cn1	·	-16	·	0.8	·	·	-5	·	6	-1
52	COC(=O)c1ccc(N2CCOCC2)c(NC(=O)c2ccco2)c1	6	-4	1	-1.2	-3	-5	-4	-13	2	14
53	O=C(NCc1ccc(F)cc1)Nc1cccc([N+](=O)[O-])c1	-12	-32	27	-0.4	4	-5	5	1	-2	-2
54	CCOC(=O)c1c(C)c(C)n2c1NC(=O)C2	·	-4	·	-0.3	·	·	-8	·	-7	1
55	c1ccc(C2CC(c3ccccc3)n3c(nc4ccccc43)N2)cc1 (centres undefined)	1	2	0	-0.4	3	4	1	-10	-3	-1
56	CCCCC(=O)N(C)c1c(C)nc2ccc(C(=O)N(CC)CCN(C)C)cn12	·	-5	·	-0.5	·	·	4	·	1	3
57	C[C@H](CO)N1C[C@H](C)[C@@H](CN(C)S(=O)(=O)c2ccccc2)Oc2c(NC(=O)CCC(F)(F)F)cccc2C1=O	-6	0	·	-0.2	·	-5	-7	0	-8	12
58	Fc1ccc(-c2ccc3nccn3c2)cc1Cl	·	10	·	0.8	·	·	9	·	-2	11
59	CCn1c(SCc2cccc(F)c2)nnc1-c1cccnc1	12	3	18	0.3	-5	0	-1	-9	-6	-5
60	Cc1ccc(NC(=O)C(Nc2cccc(C)c2)c2ccccc2)cc1 (centres undefined)	3	5	2	0.0	-6	-4	-1	4	-2	-3

New compounds follow:
cpd	canonical_smiles	SSB-PriA inh	PrPC surface inh	VHR inh abs	BoNT A protease	SARS 3CLpro inh	Rv3671c protease	Anthrax LF prot	MazEF act	CCHFV vOTU inh	BoNT-F LC inh
61	Cc1cc(Cl)ccc1OC(C)C(=O)Nc1cccc(S(=O)(=O)N2CCOCC2)c1 (centres undefined)	·	-3	·	0.0	·	·	-3	3	12	-7
62	COc1ccc(-c2ccc(-c3noc(-c4cccc(OC)c4)n3)c(OC)n2)cc1	-16	-5	-8	-1.8	0	-6	-5	-5	-5	-13
63	CCC(C)NC(=O)c1ccc2c(Cl)c3c(nc2c1)CCC3 (centres undefined)	-5	-3	17	-0.4	-2	-1	-4	-2	6	-3
64	CCOC(=O)CC(=O)CSc1nc2c(cc1C#N)CCC2	-1	-8	34	0.3	-5	12	0	-14	-7	-4
65	O=C(OCc1csc(-c2ccccc2)n1)c1cccs1	-40	3	7	1.8	4	-1	-1	-4	12	5
66	CC(NC(=O)c1cc(F)c(F)cc1Cl)c1ccncc1 (centres undefined)	-19	6	4	-0.2	-3	0	4	-1	-4	-16
67	COc1ccc(Nc2cc(C)nc(-n3nc(C)cc3C)n2)cc1	6	10	8	0.7	-4	7	-2	3	-17	0
68	O=C(O)CCN1C(=O)C2C3C=CC(C2C1=O)C1C(=O)N(CCC(=O)O)C(=O)C31 (centres undefined)	3	8	6	0.1	0	·	2	0	8	4
69	CC(=O)OCC(C)n1c(=O)c2ccccc2n1C(C)=O (centres undefined)	·	6	·	-0.3	·	·	-2	·	-1	-2
70	Nc1ncc(Br)cc1S(=O)(=O)Nc1ccccc1F	-2	4	-9	0.0	1	2	0	-4	11	2
71	O=C(C/C=N/OCc1c(Cl)cccc1Cl)c1ccccc1	·	1	20	-3.8	4	0	-5	-1	8	-7
72	COC(=O)c1cc2ccc(OC)c(OC)c2c(=O)s1	-3	-15	-13	1.9	5	-12	5	0	10	3
73	O=C(CCCN1C(=O)/C(=C\c2cccc(Br)c2)SC1=S)Nc1ccc(C(=O)O)cc1	·	-5	·	-0.4	·	·	0	2	-12	1
74	COc1ccccc1-c1ccc(SCC(=O)Nc2cc(C)on2)nn1	-5	4	-13	0.1	3	-4	6	4	-6	1

The list is partial; the hit share may differ from the screen's.
